Bioassay records from PubChem BioAssay.
Rpn11 inh: Rpn11 (PSMD14) deubiquitinase inhibitors, primary screen, biochemical, fluorescence polarization, uHTS; 26S proteasome non-ATPase regulatory subunit 14 (Homo sapiens), O00487; human 26S proteasome, Ub4-pepOG fluorescence polarization; 20S core pre-blocked with epoxomicin; calls only at 20 µM; actives 0.59% (n = 360,000); AID 588493, 2011;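 active = inhibition at 20 µM, scaled to each plate's controls, above about 33%, limit read from the data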
Target sequence (O00487 whole entry, looked up): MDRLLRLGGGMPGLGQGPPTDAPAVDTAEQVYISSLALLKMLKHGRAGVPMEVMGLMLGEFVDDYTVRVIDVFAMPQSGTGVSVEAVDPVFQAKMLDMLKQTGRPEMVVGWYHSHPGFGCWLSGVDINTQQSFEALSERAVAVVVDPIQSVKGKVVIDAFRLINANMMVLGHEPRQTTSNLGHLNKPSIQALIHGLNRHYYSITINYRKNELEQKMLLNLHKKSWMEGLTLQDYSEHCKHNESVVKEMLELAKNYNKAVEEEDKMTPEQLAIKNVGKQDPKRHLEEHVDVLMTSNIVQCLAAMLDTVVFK
DNMT1 block: human DNMT1 methyltransferase inhibitors, primary screen, biochemical, molecular beacon, fluorescence, HinP1I cleavage, uHTS | AID 588458, 2011 | actives 0.83% (n = 360,000) | inhibition (reported as % activation of signal), % at 10 µM; in the data active = inhibition above about 50%
SUMO1 PPI mod: modulators of SUMO1 protein-protein interactions, primary screen, biochemical, uHTS; Small ubiquitin-related modifier 1 (Homo sapiens), P63165; SUMO1 binding to a labelled peptide, TR-FRET, 1 h; inhibition, % at 20 µM; actives 0.33% (n = 360,000); in the data active = inhibition above about 37%
Target sequence (P63165 whole entry, looked up): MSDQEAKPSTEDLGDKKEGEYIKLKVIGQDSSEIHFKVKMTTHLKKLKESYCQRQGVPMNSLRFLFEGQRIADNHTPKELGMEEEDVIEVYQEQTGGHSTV
TbMetRS inhib: T. brucei MetRS inhibitors, primary screen, biochemical, luminescence; purified T. brucei MetRS, ATP depletion, Kinase-Glo luminescence; inhibition, % at 11.9 µM; actives 0.4% (n = 360,000);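 active = inhibition above a per-plate cutoff of the control wells' mean inhibition plus 3 SD, cut at about 5.5% in these data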;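 also: 0% = DMSO wells median and 100% = median of wells with control inhibitor compound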
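Material: parasite MetRS enzyme / Replication: singlicate, one well per compound / Signal: luminescence of leftover ATP / Schedule: 2 h aminoacylation at 25 °C after 15 min preincubation / Medium: HEPES-MgCl2-KCl buffer plus DTT, spermine, BSA, pyrophosphatase / Doses: 11.9 µM single point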
STEP block: STEP phosphatase inhibitors, primary screen, biochemical, fluorescence intensity, uHTS | Tyrosine-protein phosphatase non-receptor type 5 (Homo sapiens), P54829 | recombinant STEP, OMFP fluorogenic substrate | inhibition, % at 20 µM | actives 0.25% (n = 360,000) | AID 588621, 2011;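 active = inhibition at 20 µM, scaled per plate between control wells, above about 37%, limit read from the data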;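 also: 0% = DMSO with enzyme and substrate and 100% = substrate only without enzyme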
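Test system: STEP tyrosine phosphatase / Reagent: OMFP at 25 µM / Doses: 20 µM, 1% DMSO / Read-out: percent inhibition scaled to no-enzyme and uninhibited-enzyme controls, plate-pattern corrected / Detection: FITC-channel fluorescence of OMFP product / Medium: Bis-Tris buffer pH 6.0, 2.5 mM DTT, 0.005% Tween 20 / Schedule: 20 min at room temperature, dark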
NadD block: inhibitors of S. aureus NadD, primary screen, biochemical, colorimetric, uHTS; Nicotinate-nucleotide adenylyltransferase NadD (Staphylococcus aureus N315); purified NadD enzyme, colorimetric absorbance read-out; inhibition, % at 20 µM; actives 0.78% (n = 360,000); in the data active = inhibition above about 26%; also: some compounds past the cut are filed as inactive
CSN deneddyl inh: inhibitors of CSN-mediated cullin deneddylation, primary screen, biochemical, fluorescence polarization, uHTS | inhibition, % at 12.5 µM | Purified CSN, SCF-Nedd8-OG deneddylation | COP9 signalosome complex subunit 5 (Homo sapiens), Q92905 | actives 0.38% (n = 360,000);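 active = pattern-corrected inhibition above about 35%, with an unprinted fluorescence ratio check between 0.5 and 1.5, limit read from the data, passing the limit was not always enough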;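 also: 0% = enzyme with substrate and 100% = substrate without enzyme; some results filed as inactive read as strong as hits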
Target sequence (Q92905 whole entry, looked up, one chain of several): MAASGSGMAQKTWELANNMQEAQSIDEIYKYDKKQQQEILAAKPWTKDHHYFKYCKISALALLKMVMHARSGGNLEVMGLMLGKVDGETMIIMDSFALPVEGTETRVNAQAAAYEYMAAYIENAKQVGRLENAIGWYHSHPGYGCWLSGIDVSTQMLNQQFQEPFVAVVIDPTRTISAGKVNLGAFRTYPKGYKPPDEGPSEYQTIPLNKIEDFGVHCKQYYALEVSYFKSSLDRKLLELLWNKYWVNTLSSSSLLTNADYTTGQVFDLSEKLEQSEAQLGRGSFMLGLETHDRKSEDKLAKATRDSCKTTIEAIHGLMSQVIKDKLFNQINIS
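Test system: Human Csn5 produced in HEK293T cells | Compound: 12.5 µM single point | Times: 90 min, room temperature | Signal: Fluorescence polarization readout | Read-out basis: % inhibition of substrate cleavage by Csn5 | Controls: no-enzyme wells high, enzyme-with-substrate wells low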
Scp1 inh: Scp-1 phosphatase inhibitors, primary screen, biochemical, colorimetric, uHTS | Carboxy-terminal domain RNA polymerase II polypeptide A small phosphatase 1 (Homo … | Recombinant Scp1, phosphopeptide, malachite green phosphate absorbance | inhibition, % at 20 µM | actives 0.88% (n = 340,000) | AID 493091, 2011;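 active = inhibition above about 50% at 20 µM, limit read from the data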;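 also: plate controls were DMSO wells with enzyme for no effect and wells lacking enzyme for full effect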
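Test system: SCP-1 phosphatase catalytic domain, residues 76-261; measured by: colorimetric phosphate reagent with accelerator and stabiliser, absorbance at 630 nm; timing: enzyme reaction 45 min at room temperature, colour 5 min, stabilisation 30 min; also added: Phosphorylated 17-residue peptide substrate; compound dosing: one concentration, 20 µM, with 1.0% DMSO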
MLLE-PAM2 inh: inhibitors of PABP1 MLLE–PAM2 peptide binding, primary screen, biochemical, fluorescence polarization, FITC-PAM2, GST-MLLE; Polyadenylate-binding protein 1 (Homo sapiens), P11940; inhibition, % at 20 µM; actives 0.36% (n = 360,000); AID 588489, 2011; in the data active = inhibition above about 35%, passing the limit was not always enough;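 also: plate controls were DMSO wells with GST-MLLE for no effect and wells lacking GST-MLLE protein for full effect; some results filed as inactive read as strong as hits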
LMPTP block: LMPTP phosphatase inhibitors, primary screen, biochemical, fluorescence intensity, uHTS. Low molecular weight phosphotyrosine protein phosphatase (Homo sapiens), P24666. recombinant LMPTP-A, OMFP fluorogenic substrate. inhibition, % at 20 µM. actives 0.22% (n = 360,000). AID 651560, 2012;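 active = compounds that cut the enzyme signal by at least half of the control window in the single-dose screen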;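 also: plate controls were DMSO wells with enzyme plus substrate for no effect and substrate without enzyme for full effect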
Target sequence (P24666 whole entry, looked up): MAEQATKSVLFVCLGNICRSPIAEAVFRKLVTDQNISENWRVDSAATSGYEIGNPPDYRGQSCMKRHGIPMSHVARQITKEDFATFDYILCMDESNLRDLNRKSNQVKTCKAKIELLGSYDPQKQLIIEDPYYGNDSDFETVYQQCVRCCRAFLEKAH
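Test system: LMPTP-A phosphatase enzyme. Amount: LMPTP-A at 0.625 nM final in the reaction. Reagent: OMFP substrate, 400 µM final. Times: 50 min at room temperature. Signal: endpoint fluorescence intensity from OMFP dephosphorylation. Read-out basis: % inhibition. Benchmarks: no-enzyme and uninhibited controls.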
* marks the source's active call; other numbers are inactive results; i = inactive; . = not tested or not shown. Hits appear at their usual frequency (roughly 3.6% active in at least one column).

SMILES | Rpn11 inh | DNMT1 block | SUMO1 PPI mod | TbMetRS inhib | STEP block | NadD block | CSN deneddyl inh | Scp1 inh | MLLE-PAM2 inh | LMPTP block
CC(C)Cc1ccc(C(=O)Nc2ccc(Cc3ccncc3)cc2)o1 | i | 2 | -2 | -0.3 | 1 | 0 | -1 | 0 | -1 | 2.9
O=C(CN1CCN(Cc2cccc(Cl)c2)C1=O)NCc1cccs1 | i | 1 | -2 | -0.7 | 1 | -8 | -1 | 0 | -3 | -1.9
CC1(C)CC(=O)c2sc(NC(=O)C3CC3)nc2C1 | i | 4 | 1 | -0.1 | 3 | 5 | 1 | -13 | -11 | -3.4
O=C(OCC(=O)N1CCCCC1)c1ccc2c(c1)C(=O)N(Cc1ccco1)C2=O | i | 1 | -37 | -0.4 | -2 | -5 | 1 | -4 | 4 | -1.1
COC(=O)[C@@]1(C)[C@H]2C(=O)N(C)C(=O)[C@H]2[C@H]2CN=C(SCC(=O)c3ccccc3)N21 | i | -1 | 2 | -1.0 | 4 | 0 | -1 | 4 | 30 | -2.9
S=c1[nH]nc(-c2cccnc2)n1/N=C/c1ccccc1 | i | -1 | -2 | -0.2 | 49* | 2 | -2 | -5 | -36 | -0.1
CC(Sc1ncnc2sccc12)C(=O)Nc1ccc(S(=O)(=O)N2CCOCC2)cc1 (stereo not drawn) | i | -9 | -5 | -0.2 | 0 | -3 | -9 | -6 | 6 | 2.9
C=CCC[C@@H](Cc1ccc(F)cc1)C(=O)OC[C@H](Cc1c[nH]c2ccccc12)NC(=O)[C@@H](CC=C)CC(=O)NCCO | i | -7 | -1 | -0.3 | -4 | -17 | 5 | -6 | -1 | 1.1
CC(=O)c1cccc(NC(=O)C2=CC(c3cccs3)=NS(=O)(=O)N2C)c1 | i | -1 | -36 | 0.1 | -1 | -4 | 3 | -8 | -3 | 0.4
CC(C)Oc1ccc(C2CC(=O)N(c3cccc(Br)c3)C2=O)cc1 (stereo not drawn) | i | -1 | 3 | -0.3 | -1 | 1 | -4 | -5 | 7 | 0.0
Cc1cccc(OCCOCCN2CCOCC2)c1C | i | 2 | 3 | -0.6 | 2 | 3 | 1 | 51* | 1 | -0.2
Cc1nn(CCc2n[nH]c(=S)n2-c2ccc(F)c(Cl)c2)c(C)c1[N+](=O)[O-] | i | 1 | 1 | -0.6 | 0 | 6 | -1 | 0 | -7 | 1.4
COC(=O)c1ccc(C)c(NC(=O)CCCN2C(=O)NC(C)(C)C2=O)c1 | i | 7 | 4 | -0.2 | -1 | 0 | -1 | -6 | 0 | -2.4
O=C(N/N=C\c1cccc(F)c1)c1ccc(Cn2cc(Br)c([N+](=O)[O-])n2)o1 | i | -6 | -4 | -0.1 | -1 | 0 | 10 | -1 | 0 | 0.9
C#CCOCCOCCOCCNc1nc(N2CCN(C(=O)Cn3cc(CCCCN)nn3)CC2)nc(N2CCN(C(=O)[C@H](C)n3cc(CCC(=O)O)nn3)CC2)n1 | i | 3 | -3 | 0.1 | -1 | -3 | -1 | 1 | -3 | -4.6
C[n+]1ccc2[nH]c3ccccc3c2c1 | i | 2 | 8 | -0.4 | 2 | -2 | -1 | . | 9 | 1.6
CN1N=C(c2ccc(Cl)cc2)CC(c2ccc(Cl)cc2)C1=O (stereo not drawn) | i | 1 | 0 | -0.5 | -1 | -9 | 2 | 1 | 8 | -0.1
COc1cc(C(=O)N2C(=O)c3cccc(N)c3C2=O)cc(OC)c1OC | i | 1 | -8 | -0.6 | -1 | -1 | -9 | -3 | -9 | -1.5
CC(C)=CCCC(C)CN1CCC(n2nccc2NC(=O)c2ccccc2)CC1 (stereo not drawn) | i | 1 | 0 | -0.1 | -1 | -7 | 1 | 0 | 0 | -0.4
COc1ccccc1C(=O)NCCC(=O)NCC(c1ccccc1)N(C)C (stereo not drawn) | i | 3 | -10 | -0.2 | 0 | 1 | 0 | -6 | -3 | -8.8
CC(C)[C@@H](C(=O)N1CCCC1)N1C(=O)N2CCc3c([nH]c4ccccc34)[C@@]2(C)C1=O | i | 0 | 5 | -0.2 | -2 | 3 | 1 | 7 | -2 | -1.4
CCOC(=O)c1c(C)[nH]c(C=C2C(=O)CCCC2=O)c1O | i | -5 | -6 | -1.0 | -1 | 2 | -8 | -4 | 30 | -0.1
CCOc1cc2[nH]c(=S)n(CCCN3CCOCC3)c(=O)c2cc1OCC | i | 2 | 3 | -0.3 | -1 | 4 | 8 | -10 | -53 | -1.6
FC(F)(F)c1ccccc1CNCc1ccc2c(c1)OCO2 | i | 3 | 1 | -0.8 | 3 | 2 | 1 | -3 | 3 | -0.2
CC1(C)Cc2c(c(=S)nc(-c3ccccc3)n2CCO)CO1 | i | 1 | -1 | -0.4 | -2 | 1 | 4 | -6 | 27 | -1.2
The list goes on:
SMILES | Rpn11 inh | DNMT1 block | SUMO1 PPI mod | TbMetRS inhib | STEP block | NadD block | CSN deneddyl inh | Scp1 inh | MLLE-PAM2 inh | LMPTP block
O=S(=O)(NCc1ccco1)c1ccc(S(=O)(=O)N2CCCC2)cc1 | i | -4 | -1 | 0.3 | 1 | -2 | -4 | -5 | 11 | -0.6
COc1ccc2cc(-c3ccn[nH]3)ccc2c1 | i | -3 | -13 | 1.1 | -1 | -3 | 4 | -2 | 16 | 0.4
Cc1ccc(NC(=O)C2CCCN(S(=O)(=O)c3c(C)noc3/C=C/N(C)C)C2)c(C)c1 (stereo not drawn) | i | 0 | 0 | 0.3 | -2 | 3 | 3 | 2 | 11 | 1.0
O=C(Cc1ccsc1)OCC(=O)c1ccccc1 | i | 6 | 3 | 0.6 | -3 | -2 | -3 | -15 | 4 | 0.2
CCOC(=O)CNC(=S)N(Cc1ccccc1)Cc1ccccc1F | i | -4 | 0 | -0.5 | 0 | -10 | -12 | 0 | -125 | -0.8
N/C(=N\OC(=O)C1CCCCC1)c1cccc([N+](=O)[O-])c1 | i | -1 | -22 | -0.7 | 1 | 4 | 4 | -3 | 7 | 1.4
COC(=O)CSc1nnc(CNC(=O)Cc2ccccc2)n1-c1ccccc1OC | i | -1 | 3 | -1.0 | 2 | 10 | -4 | -3 | 12 | 0.0
CCOc1ccccc1C1CC(=O)NC2=C1C(=O)CCC2 (stereo not drawn) | i | -1 | 1 | -1.7 | -3 | -1 | -1 | -8 | -5 | -0.4
CCOc1ccc(Cn2c(=O)oc3ccc(C)cc32)cc1OC | i | 2 | -7 | 0.1 | 1 | -7 | -3 | -8 | -2 | 1.7
NC(=O)NC(Cc1ccccc1)C(=O)NCCCSc1ccccc1 (stereo not drawn) | i | 2 | 3 | -0.5 | 3 | -3 | -1 | 2 | 8 | 0.5
O=C(Nc1ccc(O)cc1)c1ccc2c(c1)C(=O)N(N1C(=O)c3ccccc3C1=O)C2=O | i | 5 | -24 | 0.3 | -3 | 5 | 2 | -5 | -1 | -0.6
CCc1cccc(NC(=O)CCS(=O)(=O)c2cccc3nonc23)c1 | i | -2 | -25 | -0.9 | 0 | 1 | -1 | 16 | 3 | -0.2
CCCCn1c(=NC(C)=O)c(C#N)cc2c(=O)n3cccc(C)c3nc21 | i | 64* | -4 | -0.2 | 9 | 4 | 34 | 11 | -19 | 8.5
NS(=O)(=O)c1ccc(NC(=S)NC2CCCCCC2)cc1 | i | 3 | -2 | -1.3 | 31 | 0 | -7 | 0 | 9 | -1.3
c1nc(NCCN2CCOCC2)c2sc3nc(N4CCOCC4)c4c(c3c2n1)CCC4 | i | -3 | 13 | -0.2 | 4 | -3 | 0 | -11 | 4 | 0.1
CCOC(=O)c1c(C)[nH]c(C)c1C(=O)COC(=O)/C=C/c1ccc(OC(F)F)cc1 | i | -12 | -9 | -1.0 | -2 | -4 | -9 | -7 | -13 | 3.5
OCCn1c(SCCOc2ccccc2)nc2ccccc21 | i | -3 | 2 | -0.3 | 1 | -5 | -1 | -12 | -10 | -0.1
O=C(O)CCCCCNC(=O)c1ccncc1 | i | -1 | 1 | -0.5 | -2 | 2 | -2 | -1 | 4 | -1.8
O=C(C1CCCN(Cc2ccncc2)C1)N1CCc2ccccc2C1 (stereo not drawn) | i | -7 | -3 | -1.1 | 0 | 3 | -3 | -2 | 8 | 0.0
O=C(CN(Cc1ccccc1F)S(=O)(=O)c1ccc(Cl)cc1)NCCCO | i | 1 | -3 | 0.3 | -3 | 1 | -2 | 26 | -16 | -0.2
C=CCNc1nc(NCc2ccc(N(C)C)cc2)c2sc(-c3ccccc3)cc2n1 | i | -33 | -4 | -0.6 | 21 | 27 | 49* | . | -50 | 4.7

Reprinted at random: 5 compounds from above.
SMILES | Rpn11 inh | DNMT1 block | SUMO1 PPI mod | TbMetRS inhib | STEP block | NadD block | CSN deneddyl inh | Scp1 inh | MLLE-PAM2 inh | LMPTP block
O=C(CN(Cc1ccccc1F)S(=O)(=O)c1ccc(Cl)cc1)NCCCO | i | 1 | -3 | 0.3 | -3 | 1 | -2 | 26 | -16 | -0.2
CCOc1ccccc1C1CC(=O)NC2=C1C(=O)CCC2 (stereo not drawn) | i | -1 | 1 | -1.7 | -3 | -1 | -1 | -8 | -5 | -0.4
N/C(=N\OC(=O)C1CCCCC1)c1cccc([N+](=O)[O-])c1 | i | -1 | -22 | -0.7 | 1 | 4 | 4 | -3 | 7 | 1.4
OCCn1c(SCCOc2ccccc2)nc2ccccc21 | i | -3 | 2 | -0.3 | 1 | -5 | -1 | -12 | -10 | -0.1
O=C(Nc1ccc(O)cc1)c1ccc2c(c1)C(=O)N(N1C(=O)c3ccccc3C1=O)C2=O | i | 5 | -24 | 0.3 | -3 | 5 | 2 | -5 | -1 | -0.6
